High-throughput results deposited in PubChem by several laboratories.
aDG glyco act = increases alpha dystroglycan glycosylation. Pro5-aDG cells, alpha-DG glycosylation AlphaScreen (IIH6); 0% Pro5, 100% B10-LARGE cell signal. activation, % at 10 µM. 0.22% of 360,000 active. AID 624168;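 active means activation of at least 8% versus controls, or a plate z-score of at least 8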;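 further: Pro5 are CHO cells carrying HIG-tagged alpha-DG that lacks glycosylation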
HIF-2a inh = inhibitors of HIF-2a | inhibition, % at 18.8 µM | 0.72% of 360,000 active | 786-0 RCC cells HIF-2a reporter, luciferase luminescence, overnight;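 active means inhibition of the luminescence signal of 40% or more relative to plate controls, in a single-dose primary screen at 18.75 µM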
Shn3 inh set2 = reduces Shn3 3'UTR luciferase signal in osteoblasts; Clone20 osteoblast Shn3 3'UTR firefly luciferase, 24 h; AID 588674; inhibition, % at 12.5 µM; 0.52% of 360,000 active;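 active means mean inhibition of at least 75% with every replicate also reaching 75%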;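 further: 0% = median of neutral control wells and 100% = pilot-screen positive control compound; some compounds past the cut are filed as inactive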
NR2E3 ag-1 = activates human photoreceptor nuclear receptor NR2E3 | inhibition of corepressor binding, % at 4.78 µM | Q9Y5X4 | 0.12% of 320,000 active | AID 2300 | GST-NR2E3/biotin-RetCOR TR-FRET, 1536-well;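 active means percent inhibition above the cutoff of mean plus 3 SD of all tested compounds, set per screening campaign, cut at about 20% in these data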;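 further: 0% = DMSO wells and 100% = biotin wells as full block of FRET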
Target sequence (Q9Y5X4 whole entry, looked up): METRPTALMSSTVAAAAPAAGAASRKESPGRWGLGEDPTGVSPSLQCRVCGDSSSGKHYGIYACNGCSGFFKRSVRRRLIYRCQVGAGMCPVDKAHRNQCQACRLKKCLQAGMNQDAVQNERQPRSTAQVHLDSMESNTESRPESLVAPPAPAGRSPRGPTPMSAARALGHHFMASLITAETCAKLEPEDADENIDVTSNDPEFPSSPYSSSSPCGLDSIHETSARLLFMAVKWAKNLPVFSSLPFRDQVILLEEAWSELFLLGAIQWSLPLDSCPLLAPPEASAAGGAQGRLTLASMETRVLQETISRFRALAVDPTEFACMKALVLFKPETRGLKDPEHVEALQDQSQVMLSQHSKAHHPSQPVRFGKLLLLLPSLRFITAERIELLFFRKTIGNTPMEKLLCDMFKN
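Material: NR2E3–RetCOR corepressor complex / Amount: 1.35 nM GST-NR2E3 / Medium: Tris pH 7.5 / Compound: single nominal compound dose of 4.8 µM / Incubation: 5 h at 4 °C / Technique: TR-FRET, Eu(K)-anti-GST donor, streptavidin-D2 acceptor, ex 340, em 617/671 nm / Read-out basis: percent loss of FRET ratio relative to control wells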
TRPM1 prom inh = reduces MITF-dependent TRPM1 promoter luciferase signal; SK-MEL-5 TRPM1 promoter luciferase, 24 h; 0.83% of 330,000 active; inhibition, % at 12.5 µM;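 active means mean inhibition across replicates of 60% or more, whatever share of single replicates reaches that level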; further: values of inactives mirror those of a sister screen read the other way
Peg3 promoter = Peg3 promoter activity inhibition; HeLa PEG-Prom luciferase reporter, luminescence, overnight; inhibition, % at 20 µM; 1.7% of 360,000 active; AID 588405;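 active means inhibition of at least 50% at 20 µM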
CF NFkB block = cystic fibrosis NF-kB activation inhibition; KKLEB NF-kB-GFP reporter, PAF-induced, GFP fluorescence overnight; inhibition, % at 5 µM; 0.86% of 360,000 active; AID 588850;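 active means at least 50% inhibition at 5 µM, scaled per plate between neutral and stimulator controls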;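 further: PAF is a Pseudomonas aeruginosa culture filtrate used as stimulus; plate controls were PAF-stimulated DMSO wells for no effect and unstimulated DMSO wells for full effect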
TWEAK Fn14 block = inhibitors of TWEAK-Fn14 interaction signaling; TWEAK-stimulated Fn14 reporter cells, luciferase luminescence, 8 h; inhibition, % at 10 µM; 2% of 360,000 active; in the data active means inhibition above about 50%
NR2E3 ag-2 = activates human NR2E3 receptor; Q9Y5X4; CHO-S Gal4-NCOR/VP16-NR2E3 two-hybrid, luciferase; inhibition of corepressor binding, % at 3.98 µM; 0.35% of 360,000 active; AID 602229;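 active means inhibition above the mean of all tested compounds plus 3 SD, cut at about 70% in these data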;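 further: 0% = DMSO with NR2E3 transfected cells and 100% = cells lacking NR2E3 construct; higher means lower luciferase signal from less NR2E3 corepressor binding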
KKLEB cytotox = reduces viability of KKLEB cystic fibrosis airway cells. KKLEB CF airway cells viability, ATPlite luminescence, overnight; stronger effect = lower value; cells stimulated with P. aeruginosa culture filtrate. activity change (cytotoxicity), % at 5 µM. 0.36% of 360,000 active;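 active means corrected activity change at or below -50% at 5 µM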
hiPSC survival = enhancers of human iPSC single-cell survival; hiPSC single-cell survival, ATPlite luminescence; 100% = ROCK inhibitor wells, 0% = DMSO; survival enhancement, % at 20 µM; 0.044% of 360,000 active; in the data active means survival enhancement above about 18%;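 further: cells exposed to compounds for 16 hours before the ATP read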
Numbers without * were called inactive; · = not tested or not shown.

SMILES | aDG glyco act | HIF-2a inh | Shn3 inh set2 | NR2E3 ag-1 | TRPM1 prom inh | Peg3 promoter | CF NFkB block | TWEAK Fn14 block | NR2E3 ag-2 | KKLEB cytotox | hiPSC survival
NC(=S)Nc1ccc2cn[nH]c2c1 | -0.1 | 11 | -8 | 2 | 12 | 13 | 12 | -4 | -3 | 0 | 0.2
Cc1ccc(C)c(OCc2cc(C(=O)N3CCN(C(=O)c4ccco4)CC3)no2)c1 | 0.4 | -250 | -61 | 3 | -41 | -307 | 17 | -15 | -87 | -10 | -0.1
COc1ccc(/C=N/NC(=O)Cc2cccs2)cc1 | -0.1 | -201 | -42 | 2 | -76 | -186 | 5 | -25 | -96 | -7 | 0.0
O=C(CN1CCN(c2ccccc2)CC1)Nc1ccccc1Sc1ccccc1 | -0.2 | 14 | 32 | 3 | -5 | 25 | 15 | 45 | 7 | -11 | -0.2
CCOC(=O)C(=CNc1ccc(C(F)(F)F)cc1)C(=O)OCC | 0.1 | -27 | -15 | 2 | -9 | -34 | 7 | -14 | 6 | 1 | -0.3
COc1ccccc1CNC(=O)c1cc(=O)c2ccccc2o1 | 0.6 | -66 | 9 | 0 | -2 | -22 | 7 | 3 | -2 | -10 | 0.2
C[C@]12CCC(=O)CC1CCC1C2CC[C@@]2(C)C1CC[C@@]21CCO1 (stereo partly drawn) | 0.0 | 12 | 32 | 2 | -3 | 19 | 19 | 7 | 16 | -2 | -0.5
Cc1cc(C)c(C(=O)NCCCN2CCOCC2)c(C)c1 | 0.0 | 18 | 6 | 4 | -1 | 17 | 0 | -10 | -12 | 6 | -0.2
COc1cc(C(C)n2nnc3ccccc32)ccc1O (stereo not drawn) | 0.1 | 6 | -3 | · | · | -4 | -30 | -13 | 14 | -6 | -2.9
O=C(NCCN1CCOCC1)/C(=C\c1ccccc1F)NC(=O)c1ccccc1 | -0.1 | 9 | -1 | 0 | -1 | 5 | 5 | -11 | 12 | 0 | 0.1
CC(=O)N1c2ccc(S(=O)(=O)NCCC(=O)Nc3ncccc3C)cc2CC1C (stereo not drawn) | -0.1 | 9 | 0 | 0 | -9 | 9 | 4 | 21 | 15 | -10 | 0.3
COCCn1nnnc1CN1CCN(C(=O)c2ccco2)CC1 | -0.1 | 3 | 4 | 2 | -7 | 7 | -6 | -3 | -9 | 6 | 0.3
CCOc1ccc(N(CC(=O)N/N=C/c2cccnc2)S(C)(=O)=O)cc1 | -0.4 | 8 | -42 | 3 | 2 | 5 | 18 | 29 | -13 | -10 | -1.4
COc1ccccc1NC(=O)Cc1csc(N)n1 | 0.1 | -1 | -2 | 3 | 0 | 11 | -5 | -1 | -15 | 8 | -0.1
O=[N+]([O-])c1ccccc1CS(=O)(=O)c1ccccc1 | -0.2 | -13 | 0 | -3 | · | -10 | -16 | 8 | 11 | -7 | -2.5

Compounds from the list above that have an aryl methoxy group:
SMILES | aDG glyco act | HIF-2a inh | Shn3 inh set2 | NR2E3 ag-1 | TRPM1 prom inh | Peg3 promoter | CF NFkB block | TWEAK Fn14 block | NR2E3 ag-2 | KKLEB cytotox | hiPSC survival
COc1ccc(/C=N/NC(=O)Cc2cccs2)cc1 | -0.1 | -201 | -42 | 2 | -76 | -186 | 5 | -25 | -96 | -7 | 0.0
COc1ccccc1CNC(=O)c1cc(=O)c2ccccc2o1 | 0.6 | -66 | 9 | 0 | -2 | -22 | 7 | 3 | -2 | -10 | 0.2
COc1cc(C(C)n2nnc3ccccc32)ccc1O (stereo not drawn) | 0.1 | 6 | -3 | · | · | -4 | -30 | -13 | 14 | -6 | -2.9
COc1ccccc1NC(=O)Cc1csc(N)n1 | 0.1 | -1 | -2 | 3 | 0 | 11 | -5 | -1 | -15 | 8 | -0.1

The listing continues:
SMILES | aDG glyco act | HIF-2a inh | Shn3 inh set2 | NR2E3 ag-1 | TRPM1 prom inh | Peg3 promoter | CF NFkB block | TWEAK Fn14 block | NR2E3 ag-2 | KKLEB cytotox | hiPSC survival
COc1ccccc1NS(=O)(=O)c1cccc(C(=O)OCC(=O)NC2CC2)c1 | 0.0 | 9 | -1 | 0 | -1 | -2 | -31 | 1 | 12 | 6 | 1.3
Cc1ccccc1-c1cc(C(=O)NCc2ccc(OC(F)(F)F)cc2)n(CC2CC(c3cccnc3)=NO2)n1 (stereo not drawn) | 0.2 | 18 | 6 | · | 3 | 27 | -13 | -15 | 40 | -3 | 2.7
CN(C(=O)COC(=O)c1cccc(S(=O)(=O)N2CCOCC2)c1)C1CCS(=O)(=O)C1 (stereo not drawn) | 0.2 | 6 | 6 | -3 | 3 | 4 | -19 | 10 | -2 | -3 | -0.2
COc1cc2ccccc2cc1C(=O)N(CCN(C)C)c1nc2c(C)cccc2s1 | 2.8 | -3 | 15 | -2 | -1 | -10 | 2 | 2 | -16 | 8 | -0.5
COc1ccccc1NC(=O)CSc1sc2c(O)cc(=O)[nH]c2c1C#N | 0.2 | 20 | -11 | 1 | 6 | 11 | -4 | 4 | -24 | 10 | 0.1
CCN1C(=NCCc2cccnc2)N[C@@H](c2ccccc2)[C@H](C(=O)OC)[C@H]1C | 0.1 | -23 | -9 | 2 | -4 | -22 | -11 | -4 | -1 | -7 | -3.1
CCC1CC(C)(C(=O)Nc2ccc(S(N)(=O)=O)cc2)OC1=O (stereo not drawn) | 0.0 | 9 | 6 | 0 | 4 | 9 | -12 | -17 | -9 | 0 | -1.0
CC(C)Oc1ccc(S(=O)(=O)N2CCOCC2)cc1NC(=O)c1cc([N+](=O)[O-])ccc1N1CCOCC1 | 0.0 | 6 | 8 | 0 | -4 | 6 | -4 | -22 | -7 | 4 | 3.3
Cc1ccc(C)c(/C(O)=C2/C(=O)C(=O)N(CCN3CCOCC3)C2c2ccc(C)o2)c1 (stereo not drawn) | 0.2 | 18 | -17 | 2 | 11 | 8 | -4 | 15 | -6 | 6 | 0.7
CCCCN(C(=O)C1CCCC1)c1c(N)n(CCC)c(=O)[nH]c1=O | -0.4 | 16 | -28 | · | -15 | -7 | 18 | 4 | -3 | -15 | -0.1
COC(=O)C1CCN(C(=O)C23CCC(C)(C(=O)O2)C3(C)C)CC1 (stereo not drawn) | -0.1 | 18 | 1 | -2 | 4 | 11 | -8 | -14 | -2 | 10 | -0.8
CCOC(=O)C1CCCN(S(=O)(=O)c2c(C)c(C)cc(C)c2C)C1 (stereo not drawn) | 0.7 | 27 | -15 | 0 | 0 | 20 | -4 | 8 | -7 | 4 | -1.4
COc1ccc(OC)c(NC(=O)c2nc3ccccc3s2)c1 | -0.2 | -72 | -75 | 0 | -39 | -71 | -24 | -19 | 8 | 2 | 0.8
COc1cc(/C=N/Nc2ncc(C(F)(F)F)cc2Cl)cc(OC)c1OC | -0.1 | 8 | 14 | 2 | 5 | 23 | 5 | 0 | -13 | -12 | 0.0
CCOc1ccccc1C(=O)N1CCCCC1C (stereo not drawn) | 0.0 | 10 | -15 | 0 | -12 | 5 | -9 | 8 | -1 | -2 | 1.2

Full records, quoted from the list. Values in the order: aDG glyco act, HIF-2a inh, Shn3 inh set2, NR2E3 ag-1, TRPM1 prom inh, Peg3 promoter, CF NFkB block, TWEAK Fn14 block, NR2E3 ag-2, KKLEB cytotox, hiPSC survival
`COC(=O)C1CCN(C(=O)C23CCC(C)(C(=O)O2)C3(C)C)CC1` (stereo not drawn) is listed with -0.1, 18, 1, -2, 4, 11, -8, -14, -2, 10, -0.8
`CCN1C(=NCCc2cccnc2)N[C@@H](c2ccccc2)[C@H](C(=O)OC)[C@H]1C` is listed with 0.1, -23, -9, 2, -4, -22, -11, -4, -1, -7, -3.1
`CCOc1ccccc1C(=O)N1CCCCC1C` (stereo not drawn) is listed with 0.0, 10, -15, 0, -12, 5, -9, 8, -1, -2, 1.2

The results go on:
SMILES | aDG glyco act | HIF-2a inh | Shn3 inh set2 | NR2E3 ag-1 | TRPM1 prom inh | Peg3 promoter | CF NFkB block | TWEAK Fn14 block | NR2E3 ag-2 | KKLEB cytotox | hiPSC survival
CCOC(=O)CN1CC(C)(C)N(CC(=O)OCC)CC1(C)C | -0.1 | 6 | 3 | · | 1 | 3 | -12 | 1 | -19 | 4 | -2.2
CCOC(=O)[C@]12CCCC=C1N(Cc1cccc3ccccc13)C(=O)[C@H](CC(=O)N1CCN(C(=O)C3CC3)CC1)C2 | 0.1 | 6 | · | · | · | · | · | -3 | -13 | · | -0.1
CCN(c1ccc(OC)cc1)S(=O)(=O)c1ccc2c(c1)CCN2C(=O)CCC(=O)O | -0.2 | 24 | -17 | 3 | -14 | 22 | -11 | 21 | 2 | 10 | 2.5
CCOC(=O)C(C(=O)OCC)C(C(=O)OCC)N1CCOCC1 (stereo not drawn) | -0.5 | 90* | 41 | -1 | 96* | 106* | 29 | -11 | -5 | -5 | -1.9
O=C(O)c1ccc([N+](=O)[O-])cc1-c1cc([N+](=O)[O-])ccc1C(=O)O | -0.1 | 3 | 2 | · | -4 | 10 | 7 | 19 | -29 | 0 | -2.7
CC(=O)Nc1ccc(S(=O)(=O)N/N=C/c2ccc(C)o2)cc1 | -0.3 | 2 | -1 | · | -6 | -4 | 0 | -4 | 3 | 2 | -0.5
CCCC(=O)NCc1nc2ccccc2n1CC(=O)c1ccccc1 | 0.2 | 15 | -6 | -6 | 4 | 18 | 9 | 21 | -40 | 2 | 0.4
COc1ccc(N(CC(=O)Nc2c(C)n(C)n(-c3ccccc3)c2=O)S(=O)(=O)c2ccc(C)cc2)cc1 | -0.3 | 5 | -3 | -1 | 6 | -9 | 16 | 14 | 18 | 10 | -1.1
Cc1cccc(CSc2ccc3nnc(-c4cccnc4)n3n2)c1 | 0.4 | 17 | 11 | 3 | -8 | 2 | 19 | 4 | -2 | -14 | 0.4

2 entries drawn at random from those above:
SMILES | aDG glyco act | HIF-2a inh | Shn3 inh set2 | NR2E3 ag-1 | TRPM1 prom inh | Peg3 promoter | CF NFkB block | TWEAK Fn14 block | NR2E3 ag-2 | KKLEB cytotox | hiPSC survival
COc1ccc(/C=N/NC(=O)Cc2cccs2)cc1 | -0.1 | -201 | -42 | 2 | -76 | -186 | 5 | -25 | -96 | -7 | 0.0
COc1ccccc1CNC(=O)c1cc(=O)c2ccccc2o1 | 0.6 | -66 | 9 | 0 | -2 | -22 | 7 | 3 | -2 | -10 | 0.2
